Assay outcomes from PubChem BioAssay.
cardiac RTF act – cardiac RTF calcium sensitivity activators, primary screen, biochemical, IANBD-TnC fluorescence, EC20 calcium; IANBD-labeled TnC RTF fluorescence at EC20 calcium; 0% EC20 calcium, 100% full calcium; activation, % at 7.2 µM; 340,000 compounds, 0.24% hits;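 active = activation above the mean over all tested compounds plus 3 SD, cut at about 30% in these data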;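 note: rise in fluorescence read as greater calcium sensitivity of cardiac thin filaments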
Keap1 Nrf2 FP – Keap1-Nrf2 protein-protein interaction inhibitors, primary screen, biochemical, fluorescence polarization, single point | Keap1 Kelch-Nrf2 peptide fluorescence polarization, 1536-well | inhibition, % at 9.4 µM | 340,000 compounds, 0.15% hits; in the data active = inhibition above about 12%;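 note: human Keap1 Kelch domain with fluorescein labeled Nrf2 9mer peptide probe; 0% = neutral control wells and 100% = peptide positive control; higher means more block of Keap1 binding to Nrf2 peptide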
PfHsp90 set2 – growth inhibition of PfHsp90-expressing yeast, primary screen, antimalarial PfHsp90 inhibitor project, S. cerevisiae, BacTiter-Glo luminescence, single point, set 2; BacTiter-Glo ATP, 48 h; yeast lacking PDR1 and PDR3 efflux regulators; inhibition, % at 9.4 µM; 310,000 compounds, 0.32% hits;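 active = every replicate shows inhibition above about 80%, whatever the replicate mean, limit read from the data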;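 note: 0% = DMSO neutral controls and 100% = 20 µM radicicol positive controls; yeast relying on Plasmodium falciparum Hsp90 in place of its own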
dFosB activator – activators of delta FosB homodimer, primary screen, biochemical, fluorescence polarization, TAMRA-CDK5 oligo, single point; Protein FosB (Mus musculus), P13346; purified delta FosB; percent of positive-control signal above neutral wells; activation, % at 25 µM; 340,000 compounds, 0.99% hits;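 active = mean activation above about 17%, with every replicate also reaching it, limit read from the data, passing the limit was not always enough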;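 note: fluorescence polarization rise as delta FosB binds a TAMRA Cdk5 AP-1 oligo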
Rtt109 HAT inh – inhibitors of C. albicans Rtt109/Vps75 HAT, primary screen, biochemical, ThioGlo CoA-SH fluorescence, plate reader; Histone acetyltransferase RTT109 (Candida albicans (strain SC5314 / ATCC MYA-2876)), …; 330,000 compounds, 0.16% hits; purified Rtt109/Vps75, 4 h; inhibition, % at 34.9 µM;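 active = inhibition of at least 50% in every replicate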
Target sequence (Q5AAJ8 whole entry, looked up): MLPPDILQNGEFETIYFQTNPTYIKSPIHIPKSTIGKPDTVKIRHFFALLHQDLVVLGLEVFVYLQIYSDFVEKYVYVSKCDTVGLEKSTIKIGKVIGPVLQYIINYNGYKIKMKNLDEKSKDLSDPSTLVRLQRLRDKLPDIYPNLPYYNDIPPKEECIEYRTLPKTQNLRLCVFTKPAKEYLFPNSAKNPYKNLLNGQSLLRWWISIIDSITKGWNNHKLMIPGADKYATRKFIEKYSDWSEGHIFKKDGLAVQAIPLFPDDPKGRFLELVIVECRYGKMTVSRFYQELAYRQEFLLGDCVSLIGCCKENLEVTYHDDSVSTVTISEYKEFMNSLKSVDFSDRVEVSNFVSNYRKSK
PvdQ acylase – P. aeruginosa PvdQ acylase inhibitors, primary screen, biochemical, fluorescence, plate reader and imaging, single point. PvdQ acylase [Pseudomonas aeruginosa LESB58]. purified PvdQ acylase. inhibition, % at 10 µM. 340,000 compounds, 0.063% hits. AID 488965, 2010; in the data active = inhibition above about 30%, passing the limit was not always enough;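 note: 0% = vehicle neutral wells and 100% = reference inhibitor wells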
CDK5 p35 inh – inhibitors of human CDK5/p35 kinase, primary screen, biochemical, single concentration | Cyclin-dependent kinase 5 (Homo sapiens) + Cyclin-dependent kinase 5 activator 1 (Homo … | Recombinant CDK5/p35, ADP-Glo luminescence, 60 min | inhibition, % at 10 µM | 330,000 compounds, 0.01% hits;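 active = highest replicate inhibition of at least 50% and at least 75% of replicates reaching 50%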;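 note: plate controls were DMSO neutral control for no effect and GW8510 at 10 µM for full effect; many of its hits are not listed in these tables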
Target sequence (Q00535 whole entry, looked up): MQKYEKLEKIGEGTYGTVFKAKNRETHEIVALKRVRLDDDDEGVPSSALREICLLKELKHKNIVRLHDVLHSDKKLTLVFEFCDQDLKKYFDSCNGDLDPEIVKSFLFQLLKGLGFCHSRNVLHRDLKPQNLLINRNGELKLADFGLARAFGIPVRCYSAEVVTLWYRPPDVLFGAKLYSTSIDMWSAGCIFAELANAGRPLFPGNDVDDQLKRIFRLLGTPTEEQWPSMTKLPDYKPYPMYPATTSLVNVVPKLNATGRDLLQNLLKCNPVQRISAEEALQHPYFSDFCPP
Target sequence (Q15078 whole entry, looked up): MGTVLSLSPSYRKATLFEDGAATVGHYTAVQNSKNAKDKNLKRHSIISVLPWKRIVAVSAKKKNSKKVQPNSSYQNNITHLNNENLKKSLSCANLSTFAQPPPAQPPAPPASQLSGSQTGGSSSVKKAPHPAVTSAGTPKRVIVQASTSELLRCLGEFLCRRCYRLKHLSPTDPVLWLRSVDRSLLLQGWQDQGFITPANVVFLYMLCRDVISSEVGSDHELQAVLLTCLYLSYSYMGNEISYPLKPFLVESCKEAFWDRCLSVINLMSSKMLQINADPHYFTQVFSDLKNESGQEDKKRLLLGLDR
Mot1-301 SUMO – yeast Mot1-301 growth rescue at high temperature, primary screen, SUMOylation pathway inhibitor project, S. cerevisiae, ATP luminescence, 38.5C; S. cerevisiae Mot1-301 growth rescue; percent above DMSO median, 100 means doubled; growth rescue, % at 18.8 µM; 320,000 compounds, 1% hits; AID 2716, 2010;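 active = every valid replicate shows activation above 250% relative to neutral control wells; inactive = the rest, any valid replicate at or below 250%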;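 note: OY570 slx delta 5 strain wells were the positive control but not used for scaling; some compounds called inactive have numbers as strong as hits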
RTF Ca sens inh – cardiac RTF calcium sensitivity inhibitors, primary screen, biochemical, IANBD-TnC fluorescence, EC70 calcium | Troponin I, cardiac muscle (Homo sapiens) + Troponin T, cardiac muscle (Homo sapiens) + … | IANBD-labeled cardiac RTF, Ca2+ fluorescence | inhibition, % at 7.15 µM | 340,000 compounds, 0.12% hits | AID 493244, 2011;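 active = inhibition above the mean inhibition of all tested compounds plus 3 SD, cut at about 17% in these data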;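 note: assay run at fixed EC70 calcium of 1.6 mM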
LANA DNA inh – inhibitors of KSHV C-LANA binding to DNA, primary screen, biochemical, fluorescence polarization, FAM-LBS DNA, MBP-C-LANA, single point; 340,000 compounds, 0.078% hits; AID 504423, 2011; Kaposi's sarcoma herpesvirus LANA C-terminal domain (residues 932-1162) DNA binding; inhibition, % at 9 µM;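 active = highest replicate inhibition at or above 60% at 9 µM, even if other replicates fall short; inactive = all replicates below 60% inhibition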;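 note: 0% = neutral control wells and 100% = 4 µM acridine orange control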
NSD2 inh – NSD2 histone methyltransferase inhibitors, primary screen, biochemical, AlphaScreen, single concentration, set 2; NSD2 peptide methylation, 120 min; 310,000 compounds, 0.54% hits; inhibition, % at 12.5 µM; AID 743445, 2014; Histone-lysine N-methyltransferase NSD2 (Homo sapiens), O96028; in the data active = inhibition above about 50%
Active calls of the source: *; . = no result given.

compound	cardiac RTF act	Keap1 Nrf2 FP	PfHsp90 set2	dFosB activator	Rtt109 HAT inh	PvdQ acylase	CDK5 p35 inh	Mot1-301 SUMO	RTF Ca sens inh	LANA DNA inh	NSD2 inh
O=C(CN1CCN(C2CCCCC2)CC1)c1ccc2cc[nH]c2c1	1	-2	16	-1	-11	-2	-0.6	2	-3	2.3	.
Cc1cccc(NC(=O)CCn2c(=O)oc3ccccc32)c1	-3	0	-22	-4	1	-7	-1.8	-12	-1	-1.2	-4
CCN(CC)S(=O)(=O)c1ccc(/C=C/C(=O)OCC(=O)N(C(C)C)C(C)C)cc1	1	5	.	-12	0	-8	-0.2	.	-3	2.9	0
CN1CCN(c2ccccc2NC(=O)c2ccc(-c3cccc([N+](=O)[O-])c3)o2)CC1	1	1	-17	3	6	20	.	110	11	-0.8	4
Cn1c(=O)c2c(O)c([N+](=O)[O-])c(=O)n(C)c2n(C)c1=O	.	3	-12	-2	-1	-11	2.0	-15	.	6.1	-1
Cc1ccc(/C=C(\NC(=O)c2ccccc2)C(=O)N2CCCC2C(=O)O)cc1 (configuration not stated)	2	2	-13	-11	8	-6	-0.4	-3	-6	1.0	-2
CC(C)NC(=O)N(C)C[C@H]1Oc2c(NC(=O)Cc3ccccc3)cccc2C(=O)N([C@H](C)CO)C[C@@H]1C	-1	-4	7	-4	8	0	-1.1	1	-14	0.4	.
O=C1C2CCCCN2C(=O)N1CCCN1CCN(c2ccc(F)cc2)CC1 (configuration not stated)	2	2	-3	2	0	-6	0.5	-15	-8	1.9	-1
CCN(CC)S(=O)(=O)c1cccc(-c2n[nH]c(=S)n2/N=C/c2ccc(OC)cc2)c1	5	-2	-28	4	-2	-8	2.9	6	0	-1.1	2
O=C(NCC1CCCO1)c1cccnc1Nc1ccccc1F (configuration not stated)	-4	-5	-14	-3	3	-9	-0.5	-6	-1	1.6	1
CCC(=O)NCCc1nc2cc(NC(=O)c3cccc([N+](=O)[O-])c3)ccc2n1C	6	-5	4	2	-1	-7	0.5	17	0	0.2	-2
CC(C)NC(=O)NC(=O)COC(=O)c1ccc(F)cc1F	-5	-3	-1	2	0	4	0.7	-2	-16	0.8	0
CC(Sc1cccc[n+]1[O-])C(=O)Nc1ccc(Oc2ccccc2)cc1 (configuration not stated)	2	1	-3	-11	2	-7	0.4	-8	3	-0.3	-2
S=c1[nH]cnc2scc(-c3ccc(Br)cc3)c12	-7	5	-7	2	0	-1	1.3	4	7	1.5	-4
Cc1nnc(NC(=O)c2ccc(S(=O)(=O)N(C)c3ccccc3)cc2)s1	6	-3	-5	15	4	-4	-2.8	-8	-2	-0.7	-3
O=C(c1ccco1)N1CCN(CCCCOc2cccc3ccccc23)CC1	-1	-3	2	-2	8	-8	-3.7	8	1	-1.2	5
CC1CCN(C(=O)C2Cc3ccccc3CN2S(=O)(=O)c2ccc(F)cc2)CC1 (configuration not stated)	-5	0	6	1	6	4	1.5	13	-6	-1.0	-4
COc1c(F)c(F)c(C(=O)O)c(Nc2ccc(C)cc2C)c1F	-5	-1	9	0	0	0	4.0	9	-9	-0.5	1
CCCCNS(=O)(=O)c1ccc2nc(-c3cccnc3)cc(C(=O)NC(C)C)c2c1	5	-2	-8	-2	-12	-16	0.0	-10	-9	-0.9	.
CCCc1nc(NC(=O)c2ccccc2)nc(NC(=O)c2ccccc2)n1	-1	0	16	-8	4	-7	0.4	-1	-1	0.6	-1
CCCCNCCCCOc1ccccc1	4	3	-10	2	0	-14	-0.1	307	-6	1.1	0
Cc1ccc(-n2nc(C(=O)O)c(O)cc2=O)cc1	5	-4	10	-9	1	-10	-0.5	133	-2	-0.3	-6
COc1ccc(C2NC3=C(CCC3)C3(C#N)C(OC)(OC)N=C(N)C23C#N)cc1 (configuration not stated)	1	-4	12	-3	-39	-12	-0.6	-1	-13	2.9	-8
O=C(CCCN1C(=O)c2cccc3cccc(c23)C1=O)NCc1ccco1	13	-3	-15	2	4	-12	-5.4	15	-7	-0.4	.
COC(=O)c1cnc2c(c(C)nn2C)c1OC	.	-1	8	-5	-3	-3	-0.5	44	.	1.3	-1
CSc1nnc(C)c(=O)n1COC(=O)c1ccc(S(=O)(=O)N(C)C)cc1	-2	3	-24	-3	6	9	0.4	-22	-9	1.3	-4
Cc1cc(C)nc(NS(=O)(=O)c2ccc(NC(=O)c3ccc(S(=O)(=O)N4CCOCC4)cc3)cc2)n1	4	0	-25	0	-1	-20	-1.2	-16	-2	-0.9	-4
C=CCn1c(C)cc(C(=O)COC(=O)c2ccc3c(c2)NC(=O)CS3)c1C	6	-4	-9	-13	-10	-10	1.9	-2	-17	1.6	6
O=[N+]([O-])c1cc(Cl)c(O)c2ncccc12	-7	-6	98*	-2	-47	1	-1.4	.	5	-0.5	24
COc1cccc(/C=N/c2sc(Cc3ccccc3)c(C)c2C(N)=O)c1O	-6	-4	19	-6	3	-1	-0.1	1	-6	-0.2	.

Brought forward from above: 5 compounds; new compounds follow.
compound	cardiac RTF act	Keap1 Nrf2 FP	PfHsp90 set2	dFosB activator	Rtt109 HAT inh	PvdQ acylase	CDK5 p35 inh	Mot1-301 SUMO	RTF Ca sens inh	LANA DNA inh	NSD2 inh
CSc1nnc(C)c(=O)n1COC(=O)c1ccc(S(=O)(=O)N(C)C)cc1	-2	3	-24	-3	6	9	0.4	-22	-9	1.3	-4
Cc1cc(C)nc(NS(=O)(=O)c2ccc(NC(=O)c3ccc(S(=O)(=O)N4CCOCC4)cc3)cc2)n1	4	0	-25	0	-1	-20	-1.2	-16	-2	-0.9	-4
C=CCn1c(C)cc(C(=O)COC(=O)c2ccc3c(c2)NC(=O)CS3)c1C	6	-4	-9	-13	-10	-10	1.9	-2	-17	1.6	6
O=[N+]([O-])c1cc(Cl)c(O)c2ncccc12	-7	-6	98*	-2	-47	1	-1.4	.	5	-0.5	24
COc1cccc(/C=N/c2sc(Cc3ccccc3)c(C)c2C(N)=O)c1O	-6	-4	19	-6	3	-1	-0.1	1	-6	-0.2	.
O=C(NCc1ccccc1Cl)[C@@H]1CCCN1S(=O)(=O)c1ccc(Cl)cc1	2	-3	2	-3	7	4	-0.9	47	2	-1.1	3
COc1ccccc1CNC(=O)COC(=O)c1ccc(C)c(S(=O)(=O)N2CCCCC2)c1	-1	2	-7	1	8	-20	-0.3	5	1	-1.0	-2
CCc1ccccc1S(=O)(=O)Cc1ccc(C(=O)NCC2CCCO2)o1 (configuration not stated)	2	-2	-3	-6	-2	5	-1.5	45	0	-1.0	-2
COc1cc(C(C)=O)ccc1OCC(=O)N1CCc2ccccc2C1	-3	-2	4	-4	-7	2	-3.2	-7	-14	-2.2	1
CCNC(=O)CSC1=N/C(=C\c2ccc(O)c(OCC)c2)C(=O)N1c1ccc(OC(F)F)cc1	4	4	-12	-7	0	-14	0.3	-10	-29	-1.1	2
CC(=O)Nc1cc2c(cc1NC(=O)c1cnccn1)OCCO2	5	-3	-1	-4	8	2	0.2	-8	-4	-0.7	-1
COc1ccc(C(=O)NCC(C)(C)N2CCOCC2)cc1S(=O)(=O)NCc1ccc(Cl)cc1	-10	1	-27	-8	-2	-5	-10	.	4	-0.7	-2
COc1ccc(NS(=O)(=O)c2ccc(S(=O)(=O)N3CCCC3)cc2)cc1	-4	0	6	-5	22	7	-0.5	6	-11	0.1	-1
Cn1cccc1/C=N/NC(=O)c1sc2ccccc2c1Cl	0	-3	-46	-2	-11	-9	-0.2	.	8	0.3	4
Cc1ccc(C(O)CN2C3=NCCCN3c3ccccc32)cc1 (configuration not stated)	0	2	4	-8	1	3	-1.6	62	-10	-0.7	15
COCCOC(=O)c1c(C)n(C)c2ccc(OC(=O)N3CCOCC3)cc12	8	-5	49	-9	-3	-8	-3.3	11	-8	-0.4	2
Cc1nc(SCC(=O)Nc2nc3ccccc3s2)c(C#N)c(C)c1C	-6	-1	2	4	-2	-10	0.8	26	-1	1.9	-4
Cc1ccc(S(=O)(=O)N2CCN(CC(=O)N3CCCC3)CC2)c(C)c1	2	2	-17	-6	-7	-3	0.6	-8	-4	-0.1	1
Cc1ccc2cc(COC(=O)c3ccncc3)c(=O)[nH]c2c1	-2	3	40	-6	-2	10	-1.5	28	10	-0.3	1
CC(=O)Nc1cccc2cc(O)ccc12	4	1	2	-12	7	0	-0.2	.	-4	3.1	2
C=CC[C@@H](CC(=O)NCCO)C(=O)N[C@H](C)COC(=O)[C@@H](CC=C)Cc1ccc(F)cc1	3	-5	33	-12	-3	-5	-2.5	11	3	-1.2	.
O=C(CSc1nnc(-c2ccco2)o1)c1ccccc1	7	2	-7	-10	-4	6	0.0	-3	-1	0.5	4
O=C(Nc1ccc(-c2ccccc2)cc1)c1ccco1	8	-4	-4	2	-9	-16	0.8	8	-5	-1.5	-6
COC(=O)CCC(=O)Nc1nnc(C(F)(F)F)s1	5	1	1	2	1	0	0.6	4	2	-3.4	3
COC(=O)C1=C(C)N(Cc2cccnc2)C(=O)/C1=C\c1sccc1C	2	-3	-29	-9	-1	-16	0.4	-13	-9	-1.3	17
Cc1ccc(NC(=O)CCc2c(C)nn(-c3ccc(N4CCCCC4)nn3)c2C)cc1F	-7	3	1	-12	15	12	3.4	60	4	-0.1	-2
COc1ccc(C(=O)/C=C\N2CCOCC2)cc1	5	-2	1	1	9	-1	1.4	-2	1	-0.2	5
